# PTHR1 agonist – activates the human parathyroid hormone receptor PTHR1; Q03431; HEK293 GP2 PTHR1 cells, GloSensor cAMP luminescence, 1 h; Potency, µM (doses to about 115 µM), for the others: at the top dose activation, usual class: activators; actives 0.075% (n = 410,000); AID 743266; note: nearly all actives have a fitted effect of over 55% in size; some results filed as inactive show a strong effect at the top dose; inactives centre near -15; many of its hits are not listed in these tables
# Target sequence (Q03431 whole entry, looked up): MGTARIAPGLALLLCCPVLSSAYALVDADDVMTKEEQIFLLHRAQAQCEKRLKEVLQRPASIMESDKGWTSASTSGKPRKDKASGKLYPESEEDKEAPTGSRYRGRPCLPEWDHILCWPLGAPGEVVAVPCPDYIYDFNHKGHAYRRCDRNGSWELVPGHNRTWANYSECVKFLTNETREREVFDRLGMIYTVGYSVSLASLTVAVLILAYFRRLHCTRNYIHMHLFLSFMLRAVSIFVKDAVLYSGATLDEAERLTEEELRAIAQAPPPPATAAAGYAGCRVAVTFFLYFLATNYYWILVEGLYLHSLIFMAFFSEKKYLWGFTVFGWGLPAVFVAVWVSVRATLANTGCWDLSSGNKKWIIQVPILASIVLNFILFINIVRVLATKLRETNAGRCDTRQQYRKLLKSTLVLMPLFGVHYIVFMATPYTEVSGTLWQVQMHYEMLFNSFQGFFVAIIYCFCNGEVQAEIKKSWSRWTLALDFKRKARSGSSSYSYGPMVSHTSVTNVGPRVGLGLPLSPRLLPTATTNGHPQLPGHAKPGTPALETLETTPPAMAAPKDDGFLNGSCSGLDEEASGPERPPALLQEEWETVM
#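 HEK-293-derived GP2 cells expressing PTHR1 and a GloSensor cAMP reporter, 3,000/well, plated overnight, given luciferin plus IBMX (each 0.5 mM as added) for 1 h at 37 °C, then compound for 1 h at 37 °C. Luminescence was read after 15 min at room temperature.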
# EPAC1 agonist – EPAC1 (human) agonism; O95398; EPAC1 agonist qHTS, biochemical assay; response scale: 100% = response to 6.5 mM cAMP; Potency, µM (top dose mostly 154 µM), for inactives: at the top dose activation, most hits filed as activators; actives 0.073% (n = 360,000); note: nearly all actives have a fitted effect of over 60% in size
#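 Nucleotide exchange assay: 100 nM EPAC1 with 250 nM Rap1B loaded with BODIPY-GDP and 50 uM GDP, room temperature. Fluorescence (480/540 nm) read every 5 min for 30 min; signal change normalized to 6.5 mM cAMP as full agonist.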
# TDP43 rescue – rescues yeast growth from TDP-43 toxicity; TDP-43 expressing yeast growth rescue, BacTiter-Glo, 24 h; actives 1.8% (n = 410,000); Potency, µM (series often up to 46.1 µM), for the others: at the top dose growth rescue (activation), usual class: activators; note: % of control where 0% means no effect; nearly all actives have a fitted effect of over 50% in size
#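 Galactose-induced TDP-43 yeast, OD600=0.02, compound pinned; 24 hr, 30 deg C; BacTiter-Glo luminescence for growth. Inhibitors of TDP-43 toxicity read as activators.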
# EPAC2 antag – EPAC2 (human) antagonism; Q8WZA2; EPAC2 GEF exchange of Rap1B-BODIPY-GDP, fluorescence; Potency, µM (highest dose often 114 µM), for inactives: top-dose activity, negative = inhibition, hits mostly inhibitors; actives 0.18% (n = 360,000); AID 720708; note: % is set by controls: 0 for no effect and ±100 for the full control effect; nearly all actives have a fitted effect of over 45% in size; many of its hits are not listed in these tables
# EPAC2 ag – EPAC2 (human) agonism. Q8WZA2. EPAC2 activation, biochemical qHTS; response scale: 100% = 6.5 mM cAMP response. Potency, µM (highest dose often 154 µM), for the others: top-dose activation, actives largely listed as activators. actives 0.079% (n = 360,000). AID 720711; note: nearly all actives have a fitted effect of over 50% in size
#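 qHTS, titration series. 100 nM EPAC2 / 250 nM Rap1B-BODIPY-GDP / 50 uM GDP; RT; ex 480/em 540 nm, 5-min reads to 30 min. Norm. to 6.5 mM cAMP = activation.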
# aSyn rescue – rescues yeast growth from alpha-synuclein toxicity. Yeast expressing alpha-synuclein, growth rescue, BacTiter-Glo, 24 h. AID 652106. actives 0.14% (n = 370,000). Potency, µM (titrated, usually from 46.1 µM), without a hit: at the top dose growth rescue (activation), most hits filed as activators; note: % of control where 0% means no effect; nearly all actives have a fitted effect of over 65% in size
#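 Galactose-induced alpha-syn yeast (OD600=0.02, raffinose-pregrown) + pinned cpd, 24 hr, 30 deg C; growth by BacTiter-Glo luminescence. Growth restoration scores as activation.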
# EPAC1 antagonist – blocks human EPAC1 exchange factor | O95398 | actives 0.14% (n = 360,000) | Potency, µM (top dose mostly 115 µM), for inactives: at the top dose activity change, negative = inhibition, hits mostly inhibitors | AID 720709 | EPAC1 GEF assay, Rap1b-BODIPY-GDP exchange fluorescence;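 note: plate controls were vehicle for no effect and positive control for full effect; nearly all actives have a fitted effect of over 50% in size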
# FUS yeast rescue – suppressors of FUS proteinopathy in yeast | S. cerevisiae FUS-expressing, growth rescue, OD600, 24 h | Potency, µM (doses to about 76.6 µM), for the others: at the top dose growth rescue (activation), usual class: activators | actives 0.24% (n = 390,000) | AID 1347120;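 note: plate controls were DMSO vehicle for no effect and reference control for full effect; nearly all actives have a fitted effect of over 55% in size; some results filed as inactive show a strong effect at the top dose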
#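 Yeast FUS proteinopathy model; galactose-induced FUS (2%), starting OD 0.005. Cpds in dilution series, 24hr, 30C, 99% humidity. Abs 600 nm growth. Pos ctrl CP55940 (top 92uM final); neg ctrl DMSO.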
# The depositor's hits bear a star; i = inactive; ? = inconclusive; nt = no result given; & = joins results of further samples; [ ] = dose if it differs, or a comment. Calls come from the whole dose curve; as a rule, active = well fitted curve in the direction sought with a large enough effect; inconclusive = small, poorly fitted or top-dose-only effect, or another doubt; inactive = no such curve, though single readings can be large; an effect the other way counts as inactive or inconclusive. Potency is the fitted concentration of half-maximal effect.
SMILES,PTHR1 agonist,EPAC1 agonist,TDP43 rescue,EPAC2 antag,EPAC2 ag,aSyn rescue,EPAC1 antagonist,FUS yeast rescue
Cc1nc2nc3c(c(=O)n2[nH]1)CCC3,-17%[57.5 µM],8%,-14%,2%,11%,0%,-7%,-10%
COc1cc(C=NNC(=O)c2cccnc2)ccc1OC(=O)c1ccccc1F,-2%,3%,19%,11%,5%,-7%,8%,nt
COC(=O)c1ccc(OC)cc1OCC(=O)N1CCN(c2ccc(F)cc2)CC1,-18%,-5%,?,3%,-10%,2%,9%,3%
COc1ccc(NC(=O)C2(C)Cc3c(-c4ccc5c(c4)OCO5)ccnc3O2)cn1 (configuration not stated),-5%,18%,?,14%,13%,0%,-6%,?
C=CCN1C(=O)c2ccc(C(=O)N(C)CC(=O)Nc3ccccc3C(F)(F)F)cc2C1=O,i,-16%,-6%,-3%,2%,-1%,7%,25%
CSc1ccc(-c2nnn(Cc3ccc(C)cc3)n2)cc1,-10%[57.5 µM],17%,-1%,-4%,8%,-10%,-4%,-10%
Cc1c(Cl)cccc1NC(=S)NCCc1ccc(F)cc1,-9%,2%,?,-21%,20%,-14%,-16%,6%
O=c1oc(Cc2ccccc2)nc2ccccc12,-16%,11%,8%,5%,9%,-11%,-16%,-26%
COc1cc(NC(=O)CSc2ccc(-c3ccccn3)nn2)cc(OC)c1,-23%&-44%,-4%,-5%&24%,0%,2%,-1%,9%,17%&26%
COc1ccc(/C=N/NC(=O)c2cccnc2)cc1CSc1nc2ccccc2s1,-41%[inhibitor],16%,13µM*,-1%,16%,0%,0%,nt
CCOC1=C2[C@H](c3cccc(Cl)c3)N(S(=O)(=O)c3ccc(C)cc3)C[C@H]2n2c(=O)n(-c3ccccc3)c(=O)n2C1,-7%,-1%,4%,-25%,-4%,8%,?,17%
CCCCC[C@H](C)N1C[C@@H](COCc2ccccc2)Oc2cc(N3CC[C@H](N(C)C)C3)ccc2S1(=O)=O,-10%,-4%,20%,?,-3%,-31%[inhibitor],1%,39%
COc1ccccc1OCc1nnc(SCCN2CCOCC2)o1,2%[57.5 µM],1%,-27%,13%,0%,-11%,9%,29%
CCOCC(=O)N1CCN(c2ccccc2OC)CC1,i,-2%,24%,-4%,2%,0%,-9%,-17%
CC(C)(C)c1ccc(C(=O)NCCC(=O)NCc2cccs2)cc1,-13%,-1%,7%,4%,5%,-1%,-15%,10%
Cc1nc(N2CCN(C(=O)c3cnccn3)CC2)c2c3c(sc2n1)CC(C(C)(C)C)CC3 (configuration not stated),i,11%,13%,2%,0%,3%,-3%,-6%
O=C(OCC(=O)N1CCc2ccccc21)c1c2c(nc3ccccc13)CCCCC2,-9%,2%,22µM*,0%,8%,-20%,-13%,nt
CC#CC(=O)N1CCC(CCC(=O)N(C)Cc2ccccc2)CC1,-6%,8%,13%,17%,3%,1%,8%,-11%
O=C(CSc1nc(-c2ccc(F)cc2)cc(C(F)(F)F)n1)NCc1cccs1,i,9%,2%,-1%,2%,-6%,1%,nt
COc1ccc(N2CCN(Cc3nc4ccccc4c(=O)[nH]3)CC2)cc1,i,6%,-18%,-1%,-1%,-2%,4%,-7%

# The list goes on, starting with the last three of the part before.
SMILES,PTHR1 agonist,EPAC1 agonist,TDP43 rescue,EPAC2 antag,EPAC2 ag,aSyn rescue,EPAC1 antagonist,FUS yeast rescue
CC#CC(=O)N1CCC(CCC(=O)N(C)Cc2ccccc2)CC1,-6%,8%,13%,17%,3%,1%,8%,-11%
O=C(CSc1nc(-c2ccc(F)cc2)cc(C(F)(F)F)n1)NCc1cccs1,i,9%,2%,-1%,2%,-6%,1%,nt
COc1ccc(N2CCN(Cc3nc4ccccc4c(=O)[nH]3)CC2)cc1,i,6%,-18%,-1%,-1%,-2%,4%,-7%
O=C1CS/C(=N/N=C/c2ccncc2)N1,3%,4%,-19%,-7%,2%,-3%,-15%,3%
CCOc1ccccc1NC(=O)N1CCCC1C(=O)Nc1ccc(-n2cnnn2)c(C)c1 (configuration not stated),5%[57.5 µM],5%,2%,-12%,-3%,8%,0%,44%
Cc1ccc(NC(=O)C(=O)NN)cc1,i,5%,-2%,10%,24%,-6%,-1%,-27%
COc1ccccc1NS(=O)(=O)c1cc(NC(=O)CN2C(=O)NC3(CCCC3)C2=O)ccc1C,-3%,-2%,0%,-5%,10%,-3%,-8%,15%
C[C@@H]1CN([C@H](C)CO)C(=O)CCCn2nncc2CO[C@@H]1CN(C)S(=O)(=O)c1ccc2ccccc2c1,-34%,-31%[inhibitor],-17%,0%,0%,-4%,-3%,33%
O=C(C(=O)N1CCN(C(=O)c2ccco2)CC1)c1ccccc1,i,-3%,19%,-1%,9%,1%,18%,-3%
O=C(N/N=C1\C/C(=N\NC(=O)c2ccncc2)c2ccccc21)c1ccncc1,-15%,-6%,10%,-2%,6%,-9%,-8%,27%
COC(=O)c1cc(CN2CCN(c3ccccc3)CC2)ccc1O,i,0%,7%,-11%,3%,1%,-22%,-8%
COc1ccc2oc(=O)c(C(=O)N3CCCc4ccccc43)cc2c1,-6%,11%,0%,3%,9%,3%,1%,-7%
COCCNC(=O)C1CC(c2ccccc2C(F)(F)F)=NO1 (configuration not stated),i,10%,2%,7%,3%,0%,24%,-21%
CCN(CC)S(=O)(=O)c1ccc(N2CCOCC2)c(NC(=O)COc2ccccc2)c1,-93%[inhibitor],5%,0%,-18%,6%,9%,-1%,?
CCC(CC)C(=O)N1CCCC(c2nc(-c3cccs3)no2)C1 (configuration not stated),i,6%,?,0%,3%,0%,12%,14%
COc1ccc(NC(=O)C2CCCN(c3ncnc4onc(-c5ccc(F)cc5)c34)C2)cc1 (configuration not stated),0%,15%,14%,-13%,4%,-1%,-15%,-19%
O=C(OCC(=O)N1CCc2ccccc2C1)c1ccc(N2CCOCC2)c([N+](=O)[O-])c1,i,1%,7%,7%,0%,2%,-1%,nt
CCC(C)(C)C1CCC(NC(=O)c2ccc(S(=O)(=O)N3CCOCC3)cc2)CC1 (configuration not stated),-90%[inhibitor],-14%,24%,3%,-13%,10%,-16%,-2%
COc1ccc(CN(CC(O)COc2cccc3[nH]cc(C)c23)C(C)(C)C)cc1 (configuration not stated),i,2%,-6%,-3%,9%,-7%,-26%,-6%
O=C(NCCS(=O)(=O)N1CCN(c2ccc(F)cc2)CC1)c1ccc(Br)o1,-28%,-18%,5%,6%,1%,1%,0%,2%
CN1CCN(c2ccc(CNC(=O)C3Cc4c(-c5ccc6c(c5)OCO6)ccnc4O3)cc2)CC1 (configuration not stated),i,-14%,13%,13%,-2%,-1%,-12%,8%
COC(=O)c1ccc(NC(=O)CCS(=O)(=O)c2ccc(Br)cc2)cc1,-68%&-5%[inhibitor],3%,-2%&-8%,-6%,-6%,-8%,-13%,-5%&6%
O=C(Nc1cnn(Cc2ccc(F)cc2)c1)c1cc(-c2ccco2)on1,i,6%,5%,-4%,5%,2%,-3%,23%
COc1ccc(N2CCN(C(=O)c3oc4ccccc4c3NC(=O)Cc3ccc(OC)c(OC)c3)CC2)cc1,-22%,5%,5%,-13%,-2%,2%,-30%,12%
Cc1ccccc1-c1ccc(=O)n(CC(=O)Nc2ccc(N3CCOCC3)cc2)n1,i,0%,-11%,3%,-2%,8%,17%,29%
Cc1cccc(CNC(=O)C(C)n2nc(C)c3c(C)n(-c4ccccc4)nc3c2=O)c1 (configuration not stated),-50%[inhibitor],-1%,5%,-4%,4%,-4%,-28%,-4%
COc1ccc2nc(NC(=O)c3cccnc3SC)sc2c1,-13%,0%,-11%[0.397 µM],-25%,5%,8%,-18%,36%
Cc1ccn2c(=O)c(C(=O)NCCCN3CCCCC3C)c(O)nc2c1 (configuration not stated),-19%,10%,-8%&12%,0%,5%,0%,-4%,-1%&-25%
Cc1ccc(NC(=S)c2ccncc2)cc1,-23%,13%,19%,-3%,8%,2%,-6%,-17%
COc1ccc(CN2CC(C(=O)NCC3CCCO3)CC2=O)cc1 (configuration not stated),-15%[57.5 µM],6%,-10%,0%,-1%,4%,11%,13%
COc1ccc(CCN(C)S(=O)(=O)c2cn(C)c(=O)n(C)c2=O)cc1OC,-1%,-6%,-7%,13%,7%,-2%,26%,-6%
CCN(CC(=O)Nc1ccccc1C(F)(F)F)C(=O)c1cc(-c2ccccc2)nn1-c1ccccc1,i,5%,19%,-8%,-7%,2%,-6%,14%
O=C(NCc1ccncc1)[C@@H]1CCCN1C(=O)[C@@H]1CCCN1C(=O)c1ccccc1Cl,-27%,-12%,22%,7%,3%,-4%,-16%,-14%
CCC(CCC(=O)Nc1ccc(S(N)(=O)=O)cc1)C(=O)O (configuration not stated),i,11%,-18%,0%,9%,-1%,0%,-14%
COc1cc(OC)cc(-n2nnnc2SCC(=O)NCc2ccc3c(c2)OCO3)c1,i,2%,-15%,13%,9%,0%,10%,?
O=S(=O)(/N=C(/Nc1ccc(F)cc1F)c1ccccc1)c1ccccc1,i,2%,0%,-1%,-4%,7%,-3%,nt
COc1ccc(-n2nnnc2SCC(=O)Nc2ccccc2F)cc1,i,-5%,3%,-1%,7%,0%,-7%,0%
O=C(N/N=C/C=C/c1ccc([N+](=O)[O-])cc1)c1cccs1,i,10%,-8%,-1%,-8%,-6%,-9%,45%
COC(=O)c1ccc(NC(=O)c2ccc3nccnc3c2)cc1,-18%,-3%,-1%,5%,8%,?,-2%,?
CN(Cc1ccco1)C(=O)Cn1cc(S(=O)(=O)N2CCCC2)c(S(=O)(=O)N2CCCC2)c1,-4%,3%,7%,0%,-4%,4%,-5%,4%
COC(=O)CCS(=O)(=O)c1ccc(Cl)c(Cl)c1,9%[57.5 µM],-2%,-2%,15%,-9%,-6%,18%,13%
COC(=O)c1cnc(Nc2nc(C(N)Cc3ccccc3)cs2)nc1C(F)(F)F (configuration not stated),-28%,-23%,-3%,-6%,-4%,-4%,-16%,14%
CC(O)(c1ccc(F)c(F)c1)c1nc(-c2ccncc2)cs1 (configuration not stated),-19%,-4%,12%,17%,16%,-9%,-12%,-22%
CCC(C)(C)n1nnnc1C(c1ccc(O)c(OC)c1)N1CCN(c2nc3ccccc3s2)CC1 (configuration not stated),i,5%,20µM*,-3%,11%,-11%,-6%,-7%

# Source: PubChem

# A portion of the library. The share of hits here may be higher or lower than overall.
